M. tuberculosis HTS = M. tuberculosis growth inhibition, HTS (AID 449762); M. tuberculosis H37Rv growth inhibition, 7H9 media; higher % means a stronger effect; hit rate 0.59% among 330,000; one-dose inhibition, % at 25 µM; IC50 in µM for titrated hits; in the data active = a potency from the dose series; inconclusive = inhibition above about 70% without an active follow-up result;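 note: bacterial growth assessed after seven days of incubation; strong numbers were not always called active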
VEEV TC-83 Vero = inhibitors of VEEV TC-83 cytopathic effect, confirmation, Vero cells (AID 588727); inhibition, % at 20 µM; hits with a dose series show IC50 in µM; hit rate 0.13% among 350,000; Vero cells, VEEV TC-83 cytopathic effect inhibition; higher % means a stronger effect; in the data active = a potency from the dose series; inconclusive = inhibition mostly from about 14% at the one dose, without a potency; inactive = the rest, 99 in 100 with inhibition below about 12%; note: strong numbers were not always called active
tuberculosis growth = growth inhibition of non-replicating M. tuberculosis (AID 488890); Mycobacterium tuberculosis non-replicating, growth inhibition; higher % means a stronger effect; inhibition, % at 25 µM; hits with a dose series show IC50 in µM; hit rate 0.39% among 320,000; in the data active = a potency from the dose series; inconclusive = inhibition mostly from about 82% at the one dose, without a potency; inactive = the rest, 99 in 100 with inhibition below about 76%;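 note: plate controls were DMSO cells for no effect and high antibiotic wells for full effect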
PhoP GFP inhibition = PhoP regulon inhibitors, Salmonella typhi PhoP promoter GFP reporter, confirmatory (AID 1850) | hit rate 0.33% among 310,000 | Salmonella Typhi PhoP-promoter GFP reporter, fluorescence, 4 h; higher % means a stronger effect | one-dose inhibition, % at 50 µM; IC50 in µM for titrated hits; in the data active = a potency from the dose series; inconclusive = inhibition mostly from about 25% at the one dose, without a potency; inactive = the rest, 99 in 100 with inhibition below about 19%;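 note: 0% = induced wells with vehicle and 100% = uninduced wells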
influenza NS1A = H1N1 influenza NS1A inhibitors, functional cell based assay (AID 504329) | NS1A functional cell-based assay, percent inhibition; higher % means a stronger effect | one-dose inhibition, % at 12.5 µM; IC50 in µM for titrated hits | hit rate 0.3% among 340,000; in the data active = a potency from the dose series; inconclusive = inhibition above about 27% without an active follow-up result; note: strong numbers were not always called active
VEEV TC-83 Vero 10K pilot screen = also measured in VEEV TC-83 Vero; calls as there; inhibition, %; measured here: 10K pilot screen inhibition
* = called active by the depositor; i = inactive; u = inconclusive; x = not tested or not shown.

SMILES	M. tuberculosis HTS	VEEV TC-83 Vero	tuberculosis growth	PhoP GFP inhibition	influenza NS1A	others
Cc1ccc(S(=O)(=O)N2CC=C(N)N2)cc1	x	1.9%	x	x	1%
COc1ccc(CC(=O)NCC2CCCN(Cc3ccc(OC)cc3F)C2)cc1 (centres undefined)	-3%	0.1%	-8%	9%	-7%
CC(=O)Nc1ccc(Nc2c3c4c(cccc4n(C)c2=O)C(=O)c2ccccc2-3)cc1	4%	i	-26%	-5%	16%
O=C(c1ccccc1)c1ncc(C(F)(F)F)cc1Cl	-3%	0.7%	7%	1%	-5%
CCc1nnc(NC(=O)[C@@H](NS(=O)(=O)c2ccc3c(c2)OCCO3)C(C)C)s1	x	1.2%	x	x	5%
Cc1noc(C)c1CSc1nnc2ccc3ccccc3n12	-6%	2.3%	4%	3%	2%
CC1(C)C2([N+](=O)[O-])CN3CC1([N+](=O)[O-])CN(C2)C3c1ccccn1 (centres undefined)	1%	i	27%	-10%	0%
CCCCOC(=O)c1ccc(NC(=O)c2ccc(F)cc2F)cc1	u	0.2%	43%	-1%	-2%
CC(=O)Nc1ccc(S(=O)(=O)Nc2cccc(C(=O)Nc3ccccc3C(=O)O)c2)cc1	-5%	1.3%	3%	-3%	-11%
O=C(c1nsnc1-c1ccccc1O)N1CCCCC1	-6%	0.4%	5%	4%	-6%
COCCCNC(=S)NCCNc1nc2cc(C)c(C)cc2cc1C#N	0%	4.0%	76%	15%	-11%
COc1ccc(NC(=O)C2CCCN(S(=O)(=O)c3cccc4nonc34)C2)c(OC)c1 (centres undefined)	-5%	3.0%	1%	1%	6%

3 entries picked at random from those above, as already listed:
SMILES	M. tuberculosis HTS	VEEV TC-83 Vero	tuberculosis growth	PhoP GFP inhibition	influenza NS1A	others
O=C(c1ccccc1)c1ncc(C(F)(F)F)cc1Cl	-3%	0.7%	7%	1%	-5%
CC(=O)Nc1ccc(S(=O)(=O)Nc2cccc(C(=O)Nc3ccccc3C(=O)O)c2)cc1	-5%	1.3%	3%	-3%	-11%
Cc1noc(C)c1CSc1nnc2ccc3ccccc3n12	-6%	2.3%	4%	3%	2%

The list goes on.
SMILES	M. tuberculosis HTS	VEEV TC-83 Vero	tuberculosis growth	PhoP GFP inhibition	influenza NS1A	others
CCOc1ccc(OCC)c(S(=O)(=O)NCc2cccnc2)c1	3%	0.4%	2%	2%	-3%
COc1ccc(OCc2nc(C#N)c(N3CCN(c4ccc(OC)cc4)CC3)o2)cc1	x	2.8%	x	x	11%
CCN(CC)C(=O)c1ccccc1NC(=O)c1ccccc1C	-6%	0.5%	-7%	-7%	6%	VEEV TC-83 Vero 10K pilot screen=0.4
Cc1ccc(/C=N/n2c(COc3ccccc3)n[nH]c2=S)s1	-28%	2.6%	-16%	-11%	2%
Cc1cccc(NC(=O)c2cc3c(=O)n4ccccc4nc3s2)c1	1%	0.8%	-2%	5%	10%
COc1ccc2nc(COC(=O)c3cccs3)c(C(C)=O)[n+]([O-])c2c1	-3%	1.3%	13%	3%	-14%
CC(C)(C)c1ccc(OCC(=O)NNC(=O)CCc2ccccc2)cc1	-5%	0.1%	-17%	-1%	6%
O=C(c1ccc([N+](=O)[O-])cc1)N1CCN=C1SCc1ccccc1	3%	5.6%	80%	1%	19%
O=S(=O)(NCc1ccco1)c1cccc(S(=O)(=O)N2CCCCC2)c1	0%	i	17%	0%	1%	VEEV TC-83 Vero 10K pilot screen=1.1
COc1ccc(NC(=O)c2c(NC(=O)CCC(=O)O)sc(-c3ccccc3)c2C)cc1	2%	i	13%	-4%	-1%
Cc1nnc(SCC(=O)NC(=O)Nc2ccc3c(c2)OCCO3)s1	4%	2.1%	-6%	0%	4%
Cc1cccc(CNCc2ccccc2)c1	-3%	i	4%	-11%	2%

Ordered by heavy-atom count (ascending): part of the list above.
SMILES	M. tuberculosis HTS	VEEV TC-83 Vero	tuberculosis growth	PhoP GFP inhibition	influenza NS1A	others
Cc1ccc(/C=N/n2c(COc3ccccc3)n[nH]c2=S)s1	-28%	2.6%	-16%	-11%	2%
O=S(=O)(NCc1ccco1)c1cccc(S(=O)(=O)N2CCCCC2)c1	0%	i	17%	0%	1%	VEEV TC-83 Vero 10K pilot screen=1.1
CC(C)(C)c1ccc(OCC(=O)NNC(=O)CCc2ccccc2)cc1	-5%	0.1%	-17%	-1%	6%
COc1ccc(NC(=O)c2c(NC(=O)CCC(=O)O)sc(-c3ccccc3)c2C)cc1	2%	i	13%	-4%	-1%

Additional compounds:
SMILES	M. tuberculosis HTS	VEEV TC-83 Vero	tuberculosis growth	PhoP GFP inhibition	influenza NS1A	others
CCOC(=O)c1c(NS(=O)(=O)Cc2ccccc2)sc2c1CCCC2	-9%	i	41%	2%	17%
CCN1CCN(CC(=O)Nc2ccc3c(c2)OCCO3)C(=O)C1=O	-4%	i	-37%	3%	3%
CC(C)[C@H](NS(=O)(=O)c1ccccc1)C(=O)OCC(=O)N1N=C(c2ccc(Cl)cc2)CC1c1ccco1 (some centres undefined)	-7%	3.5%	41%	-8%	4%
Cn1ncc2c(Nc3ccccc3Cl)nc(Nc3ccccc3Cl)nc21	22%	7.0%	10%	-1%	-19%
COC(=O)c1sc(NC(=O)c2cnccn2)c(C(=O)OC)c1C	-4%	x	12%	-1%	x
CCSc1nc2c(c(=O)n1Cc1ccccc1)SC(C)C2 (centres undefined)	-3%	i	8%	9%	2%
S=C(NCc1cccs1)Nc1ccc(Br)cc1Cl	3%	1.8%	74%	2%	-8%
O=C(OCc1ccc([N+](=O)[O-])cc1)c1cc(S(=O)(=O)N2CCCCC2)ccc1N1CCOCC1	-5%	6.4%	-7%	3%	-5%
CCCC(=O)N1c2ccccc2NC2=C(C(=O)CCC2)C1c1ccc(F)cc1 (centres undefined)	-4%	i	9%	-9%	6%
Cc1cc(C)nc(N/N=C/C2=C(O)CC(c3ccccc3)CC2=O)n1 (centres undefined)	6%	x	51%	11%	x
CCn1cc([N+](=O)[O-])c(C(=O)Nc2ccn(C34CC5CC(CC(C5)C3)C4)n2)n1	1%	0.7%	3%	10%	-8%
Cc1cc2nc(N=C(N)N)nc(C)c2cc1C	x	1.2%	x	x	9%
CCN(CC)C(=O)Cn1cc(C(=O)C(=O)NCCCN2CCOCC2)c2ccccc21	-11%	2.2%	3%	-1%	-6%
C=CC[C@@H](CC(=O)N(CCO)Cc1ccccc1)C(=O)NC[C@H](OC(=O)[C@@H](CC=C)CC(=O)OC(C)(C)C)c1ccccc1	-4%	0.7%	50%	x	-2%	VEEV TC-83 Vero 10K pilot screen=1.4
COc1ccc(-n2c(-c3ccc(C)cc3)n[nH]c2=S)cc1	9%	1.5%	-15%	12%	4%
O=C1CCN(CCc2ccccc2)CCN1[C@H](CSc1ccc(Br)cc1)c1ccccc1	2%	0.1%	32%	2%	9%
Fc1ccccc1NC(=S)NCc1ccccc1	-5%	i	u	-8%	1%
Cc1cccc(Oc2cc(NC(=O)c3ccccc3)cc([N+](=O)[O-])c2)c1	-10%	0.9%	-2%	5%	4%
O=C(NCCN1C(=O)S/C(=C\c2ccc(Cl)c(Cl)c2)C1=O)C1COc2ccccc2O1 (centres undefined)	-1%	5.2%	33%	-22%	-9%
Cc1ccc2nc(SCc3ccccc3)c(C=O)c(=O)n2c1	-1%	i	-6%	1%	16%
CCN1N=C(C)C=C(c2ccccc2)n2c1nc1ccccc12	-5%	3.9%	0%	4%	-8%
CCNCCNC(=O)c1c(O)c2c([nH]c1=O)CCCC2	0%	0.2%	1%	-1%	6%
Cc1ccc(OCC(O)CN2C(=O)NC(C)(C)C2=O)cc1C (centres undefined)	-2%	0.0%	-3%	7%	-5%
COc1ccc(CNC(=O)CN(C(=O)Cn2nnc(-c3ccccc3F)n2)c2ccc(C)cc2)cc1	3%	i	-2%	9%	-16%
C[C@]12C[C@H](O)[C@@H](O)CC1=CCC1C2CC[C@@]2(C)C1CC[C@@H]2O (some centres undefined)	3%	0.4%	2%	x	-18%
Cc1cc(C(=O)N2CCN(Cc3ccc4c(c3)OCO4)CC2)on1	-14%	0.5%	x	-7%	-15%
CCNC(=O)COc1cc(C)c(Cl)c(C)c1	-2%	5.8%	15%	1%	2%
O=C(COC(=O)c1ccco1)NC(c1ccccc1)c1ccccc1	10%	i	8%	-14%	-9%
Cc1ccc(-n2[nH]c(C)c(C=Nc3ccc(S(=O)(=O)Nc4nccs4)cc3)c2=O)cc1	u	x	u	-12%	x
O=C(COC(=O)CNC(=O)c1ccccc1)Nc1ccc(Cl)cc1C(F)(F)F	-11%	i	-17%	-4%	33%
COc1cccc(C2NC(C)(C(=O)O)C3C(=O)N(C(C)C)C(=O)C23)c1O (centres undefined)	-9%	i	-23%	-2%	-1%
CCN(CC)c1ccc(/C=N/NC(=O)c2cccc(S(=O)(=O)Nc3ccccc3OC)c2)cc1	-1%	1.8%	-6%	-10%	0%
Nc1ncc(Br)cc1S(=O)(=O)NCCC(=O)N1CCN(c2ncccn2)CC1	5%	1.1%	u	2%	-1%
Cc1ccc(NC(=O)CN(C)C(=O)COc2c(Cl)cc(Cl)c3ccc(C)nc23)cc1	1%	0.4%	-2%	-2%	6%
O=C(COC(=O)c1cc(=O)c2ccccc2o1)NC1CCCC1	-4%	0.3%	-11%	-2%	-3%
Cc1ccc(C(C)NC(=O)c2cc3cc(Br)ccc3oc2=N)cc1 (centres undefined)	u	5.2%	u	19%	-11%
COc1ccc(CCNc2nc3c(c(=O)n(C)c(=O)n3C)n2C)cc1OC	8%	2.0%	7%	-1%	-13%
O=C(CSc1ccc(Cl)cc1)Nc1ccc(N2CCN(c3ccccc3)CC2)c(F)c1	-1%	0.9%	-4%	-5%	1%
COC(=O)C(Cc1ccc(O)cc1)NC(=O)CCc1nc2ccccc2s1 (centres undefined)	5%	i	-11%	-6%	3%
O=C(NC(=S)NC1CCSC1=O)c1ccccc1F (centres undefined)	7%	0.2%	-6%	-8%	-2%
COc1ccc(OC)c(NC(=O)CC2C(=O)NCCN2C(=O)Nc2cccc(Cl)c2)c1 (centres undefined)	-6%	3.4%	4%	-5%	2%
COc1ccc(S(=O)(=O)N2CCOC2CNC(=O)C(=O)NCCc2ccccc2)cc1OC (centres undefined)	0%	0.7%	10%	-3%	2%	VEEV TC-83 Vero 10K pilot screen=0.7
CN(C)CCn1c(NCc2ccc3c(c2)OCO3)nc2ccccc21	-1%	i	3%	-2%	-4%
COc1ccc(CC(=O)Nc2cccc(-c3cn4ccccc4n3)c2)cc1	7%	3.2%	62%	-4%	1%
COc1cc(S(=O)(=O)NCc2ccccc2)ccc1-n1cnnn1	2%	0.8%	-9%	3%	8%
Cn1ncc2c(NNC(=O)c3ccc(Cl)c(Cl)c3)ncnc21	-4%	1.9%	68%	-13%	-5%
Cn1nc(C(=O)OCC(=O)Nc2ccc(SC(F)F)cc2)c2ccccc2c1=O	-12%	1.9%	10%	x	-4%
Cc1ccc(N(Cc2ccccc2)C(=O)c2cccc(S(=O)(=O)N3CCN(C)CC3)c2)cc1	-1%	0.3%	16%	-7%	5%
CN(C)CCCN1C(=O)CSC1c1ccc([N+](=O)[O-])cc1 (centres undefined)	-9%	1.4%	-24%	4%	-2%
Cc1cccnc1NCc1ccc(O)c2ncccc12	52%	i	75%	10%	14µM*
Oc1c(C(Nc2cccc(C(F)(F)F)c2)c2ccncc2)ccc2cccnc12 (centres undefined)	u	9.2%	u	20%	8.8µM*
COc1ccccc1C(=O)NNC1=C(C(=O)C(F)(F)F)CCC1	9%	10%	77%	10%	7%
CN(CC(=O)Nc1ccccc1C(F)(F)F)C(=O)C1CCN(C(=O)c2ccc(Cl)cc2)CC1	-2%	7.5%	3%	2%	-2%
Cc1cccc(C(=O)NCc2nnc(SCC(=O)N3CCN(c4ccccc4)CC3)n2C)c1	0%	i	18%	12%	0%
O=C(NNC(=O)c1ccccc1[N+](=O)[O-])c1ccccn1	2%	i	-9%	3%	0%
N#Cc1nc(-c2ccccc2F)oc1NC1CCCCC1	-3%	1.1%	29%	2%	6%
CCOc1ccccc1NC(=O)NNS(=O)(=O)c1cc(OC)ccc1OC	2%	2.2%	1%	-8%	-9%
O=C1OC(c2ccc(Br)cc2)=N/C1=C\N1CCCCC1	x	0.7%	8%	-16%	6%	VEEV TC-83 Vero 10K pilot screen=2.6
COC(=O)C1=C(CSc2nc3ccccc3o2)NC(=O)NC1c1cc(C)ccc1C (centres undefined)	12%	6.4%	57%	3%	-2%
C/C(=C\c1ccc2c(c1)OCO2)C(=O)c1c(C)cc(C)[nH]c1=O	4%	i	0%	-13%	-5%
CC(=O)OCC1OC(OC(C)=O)C(NC(=O)c2cccnc2)C(OC(C)=O)C1OC(C)=O (centres undefined)	9%	1.1%	-5%	-1%	6%
O=C(N[C@@H](CCC/[N+]([O-])=C/c1ccccc1)C(=O)O)OCc1ccccc1	x	0.2%	x	x	-10%

High-throughput results deposited in PubChem by Southern Research Specialized Biocontainment Screening Center.
